PP1 inh – counter-screen for PP5 inhibitors: inhibitors of human PP1-alpha; inhibition, % at 6.7 µM; 320,000 tested, 0.9% active; purified PP1alpha, OMFP fluorescence; P62136;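 active = inhibition above the mean inhibition of all tested compounds plus 3 SD, computed separately for each screening campaign, cut at about 15% in these data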
Target sequence (P62136 whole entry, looked up): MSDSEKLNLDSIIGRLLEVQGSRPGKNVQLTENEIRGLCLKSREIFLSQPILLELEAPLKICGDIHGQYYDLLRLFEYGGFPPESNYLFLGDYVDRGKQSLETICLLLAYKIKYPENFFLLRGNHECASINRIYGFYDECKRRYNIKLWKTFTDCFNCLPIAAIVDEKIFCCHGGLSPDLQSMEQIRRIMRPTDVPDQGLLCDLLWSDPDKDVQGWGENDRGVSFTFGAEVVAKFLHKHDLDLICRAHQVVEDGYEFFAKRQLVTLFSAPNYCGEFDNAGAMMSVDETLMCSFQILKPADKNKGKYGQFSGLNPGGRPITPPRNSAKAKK
EBNA-1 inhibitor – blocks EBNA-1 binding to DNA. inhibition, % at 14.8 µM. 300,000 tested, 0.34% active. AID 1950. EBNA-1 DNA binding, fluorescence polarization; in the data active = inhibition above about 28%
TPT1 inhibitor – C. albicans TPT1 enzyme inhibition; recombinant caTPT1, FP RNA substrate dephosphorylation; inhibition, % at 5 µM; 300,000 tested, 0.81% active;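 active = inhibition above the mean of all tested compounds plus 3 SD, set per screening campaign, cut at about 24% in these data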;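 also: plate controls were DMSO alone for no effect and ferristatin control at 100 nM for full effect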
core dimer inh – HCV core protein dimerization inhibition | inhibition, % at 5 µM | TR-FRET GST/Flag-core106 dimerization, 1536-well | 300,000 tested, 0.33% active;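 active = inhibition above the mean of all tested compounds plus 3 SD, set per screening campaign, cut at about 45% in these data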
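System: GST/Flag-tagged HCV core106 proteins. Incubation: compound-protein-antibody incubation 4 h at 22.5 °C. Technique: HTRF with 340 nm excitation, 617/671 nm emission. Medium: KF-containing HEPES buffer, pH 7.45, DTT, CHAPS, BSA. Read-out: inhibition (%) from 671 over 617 nm ratio. Also added: Eu(K)-anti-GST 90 ng/mL plus XL665-anti-Flag 1 µg/mL.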
CTSL1 counter – counter-screen for PFM18AAP inhibitors: inhibitors of F. hepatica cathepsin L1; recombinant F. hepatica cathepsin L1, Z-Leu-Arg-MCA fluorescence; inhibition, % at 5.96 µM; 300,000 tested, 0.49% active;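 active = inhibition above the mean of all tested compounds plus 3 SD, set per screening campaign, cut at about 17% in these data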;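 also: 0% = plate median of test compound wells and 100% = 1 µM Z-Phe-Ala-diazomethylketone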
ZTA DNA inh – counter-screen for EBNA-1 inhibitors: inhibitors of Epstein-Barr virus ZTA; P03206; ZTA-DNA binding, fluorescence polarization; AID 2234; inhibition, % at 11 µM; 320,000 tested, 0.15% active; in the data active = inhibition above about 33%
Target sequence (P03206 whole entry, looked up): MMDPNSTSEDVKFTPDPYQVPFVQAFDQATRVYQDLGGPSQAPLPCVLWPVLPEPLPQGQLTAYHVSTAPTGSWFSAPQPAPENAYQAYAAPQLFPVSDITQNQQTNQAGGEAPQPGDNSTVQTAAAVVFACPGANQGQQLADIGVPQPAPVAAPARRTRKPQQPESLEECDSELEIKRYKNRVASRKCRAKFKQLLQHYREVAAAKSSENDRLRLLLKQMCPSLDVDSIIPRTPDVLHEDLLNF
PREPL inh – human PREPL enzyme inhibition | Q4J6C6 | recombinant PREPL, fluorescence polarization activity-based probe | inhibition, % at 5.96 µM | 320,000 tested, 0.68% active | AID 2751; in the data active = inhibition above about 43%;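 also: 0% = enzyme with DMSO and 100% = wells lacking enzyme; many of its hits are not listed in these tables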
PP5 inh – inhibitors of human protein phosphatase 5 (PP5); inhibition, % at 6.7 µM; purified PP5c, OMFP substrate fluorescence; P53041; 320,000 tested, 0.18% active;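 active = inhibition above the campaign's mean inhibition across all tested compounds plus 3 SD, cut at about 9.5% in these data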;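 also: 0% = DMSO only and 100% = 100 µM cantharidin control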
Target sequence (P53041 whole entry, looked up): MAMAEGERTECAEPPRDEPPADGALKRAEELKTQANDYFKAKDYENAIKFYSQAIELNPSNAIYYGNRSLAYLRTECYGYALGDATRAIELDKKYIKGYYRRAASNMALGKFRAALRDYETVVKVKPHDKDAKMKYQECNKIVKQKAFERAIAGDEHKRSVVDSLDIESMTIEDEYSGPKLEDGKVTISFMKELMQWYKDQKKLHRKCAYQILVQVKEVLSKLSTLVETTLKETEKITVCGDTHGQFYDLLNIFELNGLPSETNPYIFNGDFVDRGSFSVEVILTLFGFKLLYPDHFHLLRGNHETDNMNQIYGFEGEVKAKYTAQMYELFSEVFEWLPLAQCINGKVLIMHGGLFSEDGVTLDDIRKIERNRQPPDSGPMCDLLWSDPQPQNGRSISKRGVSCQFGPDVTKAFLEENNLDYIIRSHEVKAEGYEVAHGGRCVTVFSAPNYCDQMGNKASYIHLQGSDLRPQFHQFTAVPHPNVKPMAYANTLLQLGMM
Efflux pump mplx – inhibitors of Candida antifungal efflux pumps expressed in yeast; S. cerevisiae Candida pump triplex, Nile Red efflux; inhibition, % at 10 µM; 330,000 tested, 0.44% active; AID 485275;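 active = plate passing quality check with inhibition over a set limit, or well fluorescence over plate mean plus 4 SD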;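 also: Nile Red retained in pooled yeast measured as flow cytometry median fluorescence; 0% = buffer negative control and 100% = Enniatin B positive control; higher means more Nile Red kept so more efflux inhibition; some compounds called inactive have numbers as strong as hits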
The depositor's hits bear a star; . = no result given; & = joins results of further samples. A portion of the library, so the mix of outcomes need not match the whole.

SMILES | PP1 inh | EBNA-1 inhibitor | TPT1 inhibitor | core dimer inh | CTSL1 counter | ZTA DNA inh | PREPL inh | PP5 inh | Efflux pump mplx
O=C1C(=C2SCCCS2)CC/C1=C\c1ccc(F)cc1 | -1.3 | -2.5 | -0.7 | 11.2 | 4.3 | 6.2 | 12.0 | 4.0 | 0.1
NC(=O)/C(=C/c1ccc2c(c1)OCO2)NC(=O)c1ccco1 | -5.2 | -12.6 | -1.6 | 1.9 | 4.5 | -6.3 | 13.7 | 0.0 | 0.2
Cn1c(-c2c(N)n(CCc3ccccc3)c3nc4ccccc4nc23)nc2ccccc21 | 2.1 | 14.8 | 37.8* | 5.0 | -1.9 | -6.2 | 23.4 | 3.5 | 0.5
Cc1cccc(Cl)c1OCCCn1ccnc1 | 1.2 | 8.4 | -2.1 | -3.7 | 1.1 | 9.7 | -5.3 | 0.3 | 0.0
O=C(Nc1ccc(Nc2ccccc2)cc1)C(Cl)Cl | 2.5 | -12.6 | 3.9 | -22.2 | 2.1 | 6.2 | 27.9 | 2.0 | 20.2*
Nc1c(C(=O)CSc2nccn2-c2cccc(F)c2)c(=O)[nH]c(=O)n1C1CC1 | 1.0 | . | . | . | . | 4.6 | -4.0 | -2.3 | 0.1
COC(=O)c1c(NS(=O)(=O)c2cccs2)sc2c1CCCC2 | 2.3 | 1.1 | -7.0 | 0.2 | -1.8 | -11.5 | 21.1 | 2.1 | -0.1
O=C(CSc1nnnn1-c1ccc2c(c1)OCCO2)N1CCc2ccccc21 | 0.1 | 8.4 | -0.1 | 7.2 | -5.8 | 2.4 | 5.6 | 0.9 | 0.2
NC(=O)C1CCN(C(=O)c2ccc(NC3=NC4CS(=O)(=O)CC4S3)cc2)CC1 (centres undefined) | 3.6 | -13.0 | -3.8 | -19.5 | -0.3 | -12.1 | 15.2 | 4.4 | -0.2
Cc1cccc2cc(C(c3nnnn3Cc3ccccc3)N3CCN(c4ccccc4)CC3)c(=O)[nH]c12 (centres undefined) | 2.2 | -6.5 | 0.7 | 7.2 | 1.9 | -12.5 | 17.0 | 2.3 | -0.1
CCc1nc(Nc2ccc3c(c2)OCCO3)c2oc3ccccc3c2n1 | -0.1 | 3.3 | -4.8 | 2.5 | 3.4 | 11.1 | 23.9 | 2.4 | 0.0
O=C(c1ccccc1)c1cc2cc(Cl)ccc2[nH]1 | -0.6 | 9.4 | -6.4 | 5.3 | 5.9 | 5.5 | 0.7 | 2.0 | -0.1
O=C(Nc1ccccc1)N1CCCN(c2ccc(C(F)(F)F)cc2[N+](=O)[O-])CC1 | -0.5 | 0.0 | -6.6 | 1.5 | -1.8 | -11.5 | 20.0 | 3.9 | 0.0
OC1(C(F)(F)F)CC(O)(C(F)(F)F)n2nc(-c3ccccc3)cc2N1 (centres undefined) | 0.2 | 9.5 | -2.4 | -7.7 | 1.7 | -1.9 | 10.9 | 0.0 | -0.1
CN1CCN(C(=O)C2CC(c3ccc(F)cc3)=NO2)CC1 (centres undefined) | -6.7 | 6.3 | 2.7 | -0.5 | -6.6 | 5.3 | 0.4 | 2.5 | 0.2
O=[N+]([O-])c1cccc(-c2noc(-c3cccs3)n2)c1 | -3.1 | -1.1 | 2.9 | 4.2 | -1.7 | 3.0 | 10.5 | -0.6 | 0.1
O=C(NC12CC3CC(CC(C3)C1)C2)c1ccccc1 | -2.0 | 4.1 | 2.9 | 4.6 | -1.1 | -1.2 | -4.2 | 0.6 | 0.0
CC(Sc1nnc(NC2CCCCC2)s1)C(=O)Nc1ccc2c(c1)C(=O)c1ccccc1C2=O (centres undefined) | 13.6 | -17.0 | 0.4 | 32.9 | 0.9 | -14.8 | 15.1 | 4.8 | 0.0
COc1ccc2c(CC(=O)OCC(=O)Nc3sc4c(c3C#N)CCC(C)C4)coc2c1 (centres undefined) | -15.4 | -12.1 | -1.7 | -4.4 | 0.2 | -1.7 | -1.7 | 0.2 | 0.2
CC(=O)Nc1ccc(Br)cc1C(=O)C(=O)O | -0.5 | -7.0 | -4.4 | -3.7 | 1.4 | 4.8 | 6.2 | 2.0 | 0.3

Just PP5 inh and CTSL1 counter, for some of the entries so far:
SMILES | PP5 inh | CTSL1 counter
O=C(Nc1ccc(Nc2ccccc2)cc1)C(Cl)Cl | 2.0 | 2.1
COc1ccc2c(CC(=O)OCC(=O)Nc3sc4c(c3C#N)CCC(C)C4)coc2c1 (centres undefined) | 0.2 | 0.2
O=C(Nc1ccccc1)N1CCCN(c2ccc(C(F)(F)F)cc2[N+](=O)[O-])CC1 | 3.9 | -1.8

New compounds follow:
SMILES | PP1 inh | EBNA-1 inhibitor | TPT1 inhibitor | core dimer inh | CTSL1 counter | ZTA DNA inh | PREPL inh | PP5 inh | Efflux pump mplx
O=C(NCCc1ccccc1)C1CCCN1S(=O)(=O)c1ccc(F)cc1 (centres undefined) | -3.8 | 5.0 | 1.9 | 0.0 | 1.5 | -14.0 | -3.8 | -0.5 | 0.0
Nc1ccc(S(=O)(=O)Nc2cnc3ccccc3n2)cc1 | -3.3&0.8 | -2.5&-1.5 | -0.2&-5.6 | 13.8&-3.4 | -0.1&2.1 | 3.5&-10.4 | -4.5&4.6 | -0.3&-2.2 | 0.1&-0.1
Cc1ccc(-c2cc(C(=O)N/N=C/C(Br)=C/c3ccccc3)n[nH]2)o1 | 2.8 | -8.9 | 3.1 | 8.4 | 0.3 | -4.1 | 7.0 | 2.7 | -0.1
COc1ccc(-c2cc(C(F)(F)F)c(C#N)c(=O)[nH]2)cc1 | -3.4 | 7.6 | -3.4 | 8.0 | 2.8 | 17.9 | -4.2 | 3.8 | -0.1
Cc1[nH]c(=O)c(C(=O)c2ccccc2O)cc1C(=O)O | 0.5 | 10.2 | -4.0 | -5.2 | 1.6 | 7.3 | 5.2 | 0.9 | 0.0
CC(=O)OC(C(=O)NCCc1ccccc1)c1cccnc1 (centres undefined) | -3.2 | -1.2 | -2.1 | -4.5 | -27.0 | -18.2 | 9.4 | 1.0 | -0.1
CCOc1cc(N2CCOCC2)c(OCC)cc1NC(=O)CN1C(=O)NC(C)(C2CC2)C1=O (centres undefined) | 3.5 | -6.3 | 3.1 | 0.0 | 36.8* | 18.2 | -2.0 | -0.4 | -0.1
CCc1nc2oc3ccccc3c(=O)c2c(=O)n1Cc1ccc(OC)cc1 | -0.6 | -3.0 | 4.7 | 5.6 | 4.6 | -0.7 | 2.0 | -1.3 | -0.1
Cc1ccccc1N(C(=O)CNC(=O)c1cccs1)C(C(=O)NC1CCCC1)c1ccncc1 (centres undefined) | -3.2 | 12.2 | -3.3 | 7.1 | -12.8 | 4.0 | 5.4 | 3.0 | 0.0
COC(=O)c1ccc(NC(=S)NCCCN2CCCC2=O)cc1 | -3.1 | -0.9 | 2.7 | 0.1 | 1.3 | -4.3 | 7.3 | -2.2 | 0.1
O=C(N/N=C\c1ccc(Cl)cc1)c1sccc1-n1cccc1 | -0.2 | 5.8 | -4.5 | 3.5 | 1.2 | 10.7 | -6.1 | -1.5 | -0.2
CC(=O)Nc1cccc(NC(=O)c2cccc(OCc3ccccc3)c2)c1 | 3.2 | -16.7 | 2.3 | -5.6 | 0.4 | 6.5 | -0.1 | 4.8 | 0.2
CC(C)CN1CCNC(=O)C1CC(=O)NCCc1ccc(C(F)(F)F)cc1 (centres undefined) | -1.6 | -4.5 | 1.6 | -1.3 | 2.2 | 3.2 | 5.5 | 0.5 | 0.1
CCOc1cc(CN2CCN(S(=O)(=O)Cc3ccccc3)CC2)ccc1OC | 0.7 | -2.5 | -0.4 | -2.6 | -0.4 | -5.5 | 9.7 | 0.4 | -0.1
Cc1cc(C)c(C)c(Cn2c(CO)nc3ccccc32)c1C | 3.5 | 11.0 | -3.0 | -1.1 | 1.5 | -0.1 | -14.0 | 2.4 | 0.0
O=C(O)c1ccccc1NS(=O)(=O)c1cccc2cccnc12 | -3.4 | 5.3 | 2.0 | -0.6 | -4.9 | -14.6 | -2.9 | 0.6 | 0.0
Cc1cccc(/C(N)=N/OC(=O)c2ccc(F)cc2)c1 | 1.2 | -6.4 | 2.8 | -4.2 | 0.0 | -1.4 | 19.8 | -0.6 | 0.5
CC1CCN(C(=S)Nc2cccc(S(=O)(=O)N(C)C)c2)CC1 | -1.6 | 2.4 | -0.9 | -0.2 | 0.9 | 17.1 | -3.7 | 2.1 | 0.0
Cc1ccc(-c2nnn(CC(=O)N(c3ccc(F)cc3)C(C(=O)NC3CCCC3)c3ccco3)n2)o1 (centres undefined) | -1.9 | -8.2 | -1.9 | 3.1 | -1.4 | 8.9 | 11.3 | -0.3 | -0.1
O=C1Nc2ccc([N+](=O)[O-])cc2OC1CCN1CCN(c2ccccc2)CC1 (centres undefined) | -2.8 | 1.8 | 0.7 | 3.6 | 6.3 | 9.1 | 30.8 | -0.6 | -0.1
COc1cc([N+](=O)[O-])cc2cc(C(=O)N3CCN=C3c3ccccc3)c(=O)oc12 | -3.4 | 1.3 | -0.3 | 4.7 | 2.1 | 10.5 | -3.6 | -1.3 | 0.1
COCOc1cc(O)c(C(=O)/C=C/c2ccc(OCOC)c(OCOC)c2)c(OCOC)c1 | -2.8 | -5.1 | -2.5 | -2.3 | 0.3 | -13.5 | 11.7 | 3.5 | -0.1
CCOCCn1c(-c2ccc(OC)cc2)nc2ccccc21 | 1.6 | -4.2 | -2.6 | 5.9 | -1.5 | 0.3 | -4.2 | 0.2 | -0.1
Cc1ccc(O)c(CCc2ccccc2)n1 | 1.6 | -5.4 | -2.4 | 2.1 | -0.7 | -3.2 | -4.9 | 1.8 | 0.3
CCN(CC)c1ccc(S(=O)(=O)N2CCOCC2)cc1NC(=O)CSc1nnc(N)s1 | -7.1 | -16.8 | 2.6 | 4.9 | -1.2 | -10.1 | 6.8 | -0.4 | 0.2
Cc1ccc(OCC(=O)NNC(=O)c2ccc(-n3cncn3)c([N+](=O)[O-])c2)cc1 | -8.0 | -3.0 | -4.6 | 1.1 | -13.9 | -7.0 | -0.8 | 0.4 | 0.1
Cc1cc(C)nc(SCc2nc3ncccn3c2Br)n1 | 0.2 | -5.3 | -4.5 | 5.1 | -2.9 | 16.7 | 16.1 | 1.5 | -0.1
CC(C)(C)NS(=O)(=O)c1ccc(NC(=S)NC(=O)C2CC2)cc1 | -3.2 | 4.4 | 1.5 | 5.6 | 3.3 | -2.4 | 19.6 | -0.4 | 1.2
Cc1ccc(NC(=O)C2CCCN(c3ncnc4c3nc3n4CCCCC3)C2)cc1Cl (centres undefined) | 2.9 | 0.1 | -1.2 | 3.5 | 15.4 | -11.1 | -8.7 | 2.2 | 0.0
CC(=O)Nc1ccc(S(=O)(=O)N2CCC(C(=O)NCCC(=O)Nc3nccs3)CC2)cc1 | 1.1 | 3.8 | 2.0 | 4.7 | 2.2 | 6.2 | 2.0 | 1.7 | 0.5
CCc1nnc(NS(=O)(=O)c2ccc(NC(=S)NC(=O)c3cccs3)cc2)s1 | 5.7 | -23.0 | -2.9 | 14.1 | -0.9 | -6.7 | 12.3 | 2.8 | 0.1
CC1(C)CC2CC(C)(CN2/C=N/c2sc3c(c2C#N)CC(C)(C)NC3(C)C)C1 (centres undefined) | 0.0 | -4.8 | 1.8 | -1.6 | -4.2 | 7.0 | -11.4 | 1.7 | 0.1
COc1cccc(C(C(=O)NC2CCCC2)N(C(=O)CNC(=O)c2ccco2)c2cccnc2)c1 (centres undefined) | 0.6 | -6.4 | -4.1 | -1.2 | -1.4 | -1.8 | -1.6 | 4.2 | 0.0

Bioassay records deposited in PubChem BioAssay by several laboratories.
